Assay outcomes deposited in PubChem by The Scripps Research Institute Molecular Screening Center.
KLK7 zymogen act: proKLK7 (human) activation, primary screen. P49862. purified proKLK7, EDANS-DABCYL substrate fluorescence; 100% is mature enzyme control, 0% vehicle. activation, % at 7 µM. actives 0.9% (n = 370,000). AID 652039;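 active means activation above the mean of all tested compounds plus 3 SD, computed per campaign excluding outliers beyond control limits, cut at about 13% in these data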
Target sequence (P49862 whole entry, looked up): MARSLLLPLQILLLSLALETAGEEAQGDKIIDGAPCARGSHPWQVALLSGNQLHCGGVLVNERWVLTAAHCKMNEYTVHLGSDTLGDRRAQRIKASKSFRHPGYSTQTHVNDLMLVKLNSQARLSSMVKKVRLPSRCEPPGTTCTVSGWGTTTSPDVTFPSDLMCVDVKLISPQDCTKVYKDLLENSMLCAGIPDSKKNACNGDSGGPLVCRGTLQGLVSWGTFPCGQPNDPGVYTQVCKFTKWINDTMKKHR
ADAM17 inh: inhibitors of human ADAM17. P78536. recombinant ADAM17, EDANS/DABCYL FRET peptide cleavage. inhibition, % at 6.95 µM. actives 0.83% (n = 370,000);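 active means inhibition above the mean of compounds lying between control limits plus 3 SD, set per campaign, cut at about 8.5% in these data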;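 further: 0% = DMSO-only wells as the low control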
MBD2 DNA inh: blocks human MBD2 binding to methylated DNA | actives 0.31% (n = 370,000) | inhibition, % at 4.4 µM | TR-FRET, MBD2 binding to methylated oligonucleotide | Q9UBB5 | AID 686964; in the data active means inhibition above about 13%
ASAP1 GAP inh: inhibitors of human ASAP1 ArfGAP activity. ASAP1-stimulated ARF1 GTP hydrolysis, GDP FP detection. inhibition, % at 16.5 µM. actives 0.19% (n = 360,000). AID 624377; in the data active means inhibition above about 25%;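 further: 0% = vehicle with enzyme and substrate and 100% = no enzyme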
DDE Tn7 FP inh: DD(E)-Tn7 binding inhibition, primary FP screen. actives 0.13% (n = 370,000). FP displacement of FITC-Tn7 peptide from fibrin DD(E); 0% = median of compound wells per plate. inhibition, % at 8.3 µM;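 active means inhibition above the mean of compounds falling within the control limits plus 3 SD of them, cut at about 14% in these data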;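 further: 0% = plate median of compound wells and 100% = 10 µM Aha-Tn7 peptide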
Target sequence (P02675 whole entry, looked up): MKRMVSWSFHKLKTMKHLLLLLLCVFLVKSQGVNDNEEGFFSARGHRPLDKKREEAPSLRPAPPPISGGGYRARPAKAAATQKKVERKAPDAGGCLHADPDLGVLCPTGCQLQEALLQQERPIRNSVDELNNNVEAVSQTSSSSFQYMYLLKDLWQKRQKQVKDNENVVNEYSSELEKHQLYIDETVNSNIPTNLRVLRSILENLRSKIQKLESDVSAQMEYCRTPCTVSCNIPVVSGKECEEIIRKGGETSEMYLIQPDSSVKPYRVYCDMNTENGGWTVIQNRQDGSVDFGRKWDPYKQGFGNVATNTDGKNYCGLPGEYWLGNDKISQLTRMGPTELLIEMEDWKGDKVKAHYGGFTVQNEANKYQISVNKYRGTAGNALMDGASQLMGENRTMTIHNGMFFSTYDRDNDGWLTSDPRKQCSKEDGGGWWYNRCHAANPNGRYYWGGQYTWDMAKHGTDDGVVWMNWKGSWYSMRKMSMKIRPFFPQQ
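assay system = human clot-derived fibrin DD(E) complex | quantity = Fibrin-DD(E) at 2 µM final | timing = 10 min preincubation, 3 h with tracer, room temperature | signal = fluorescence polarization | measure = percent inhibition | benchmarks = high control wells with 10 µM unlabelled Aha-Tn7 peptide (full inhibition) | replicates = singlicate testing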
PLCb3 inh: blocks human PLC-beta3 enzyme activity | Q01970 | actives 0.18% (n = 370,000) | Purified PLC-beta3, fluorogenic substrate, fluorescence | AID 720704 | inhibition, % at 12.2 µM; in the data active means inhibition above about 11%;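 further: 0% = median of compound wells on plate and 100% = full blocker control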
Tn6 DDE FP: inhibitors of Tn6 peptide binding to human fibrin DD(E); P02675; inhibition, % at 8.3 µM; actives 0.21% (n = 370,000); Fibrin DD(E) TRITC-Tn6 fluorescence polarization displacement;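 active means inhibition above a per-campaign cutoff: mean of compounds within control limits plus 3 SD, cut at about 15% in these data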;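 further: 0% = median of all compound wells on the plate and 100% = blocking peptide control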
ARFGAP1 inhibitor: inhibitors of rat ARFGAP1. Q62848. Arfgap1-stimulated ARF1 GTP hydrolysis, GDP FP detection. inhibition, % at 16.5 µM. actives 0.26% (n = 360,000);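 active means inhibition above a per-plate limit, mean inhibition of low control wells plus 3 SD, cut at about 25% in these data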;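 further: 0% = DMSO wells with enzyme and 100% = wells lacking Arfgap1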
Target sequence (Q62848 1-136 limits assumed): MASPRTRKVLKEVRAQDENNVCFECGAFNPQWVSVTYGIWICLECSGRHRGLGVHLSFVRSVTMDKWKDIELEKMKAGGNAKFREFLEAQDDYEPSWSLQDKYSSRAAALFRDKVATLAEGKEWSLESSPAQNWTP
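System: truncated rat Arfgap1 GAP domain / Medium: HEPES-based buffer, pH 7.5 / Also added: N-terminally truncated human ARF1-GTP substrate / Incubation: enzyme reaction 120 min at 25 °C after 20 min preincubation / Measured by: FP of antibody-bound GDP Alexa 633 tracer, ex 620/em 688 nm / Replicates: singlicate, each compound tested once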
UHRF1 binding: UHRF1 methyl-DNA binding inhibition. Q96T88. UHRF1 binding to methylated oligo, TR-FRET. inhibition, % at 4.4 µM. actives 0.75% (n = 370,000). AID 687016; in the data active means inhibition above about 21%;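 further: UHRF1 SRA domain binding a hemimethylated CpG hairpin DNA probe; 0% = median of test compound wells and 100% = reference inhibitor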
PLCg1 inh: blocks human PLC-gamma1 enzyme activity. purified PLC-gamma1, fluorogenic substrate, fluorescence. inhibition, % at 12.2 µM. AID 720700. P19174. actives 0.84% (n = 370,000); in the data active means inhibition above about 9.5%
* marks the source's active call; other numbers are inactive results; i = inactive.

SMILES | KLK7 zymogen act | ADAM17 inh | MBD2 DNA inh | ASAP1 GAP inh | DDE Tn7 FP inh | PLCb3 inh | Tn6 DDE FP | ARFGAP1 inhibitor | UHRF1 binding | PLCg1 inh
CCOC(=O)COc1ccc(Br)cc1/C=C/c1[nH]c(=O)[nH]c(=O)c1[N+](=O)[O-] | 0.4 | -3 | -4 | 10 | 0 | -1 | 4 | -11 | 0 | -1
Clc1ccc(CN2CCc3c([nH]c4ccccc34)C2)cc1Cl | 1.3 | -14 | -5 | 4 | -7 | -33 | -3 | 4 | 2 | -27
COc1ccc(C(=O)Nc2cc(Cl)cc(Cl)c2)c(OC)n1 | 0.1 | -1 | 4 | 1 | 4 | 4 | -7 | 1 | -4 | 3
O=C(NNC(=O)c1ccc2c(c1)OCO2)NC1CCCCC1 | 0.0 | 2 | -2 | -5 | -3 | -1 | 2 | 6 | -1 | 2
CCN(CC(=O)Nc1cc(C)c(Cl)cc1OC)CC(=O)NC1CCS(=O)(=O)C1 (stereo unspecified) | 0.7 | -7 | 0 | 0 | -1 | -10 | -5 | -9 | 0 | -1
Oc1ccc(Cl)cc1CNC1CCCCC1 | 0.0 | -5 | -6 | -14 | 4 | 3 | 6 | -12 | -3 | 7
CC(C)C(NC(=O)c1ccc(C(C)(C)C)cc1)C(=O)NCC1(N(C)C)CCCCC1 (stereo unspecified) | 0.0 | 1 | -3 | 9 | -1 | -5 | -6 | 14 | 1 | 2
COCCn1c(SCC(=O)c2c(N)n(C3CC3)c(=O)[nH]c2=O)nnc1-c1ccc(Cl)cc1 | 0.0 | 2 | -6 | -12 | -2 | -1 | -9 | -4 | 1 | 7
Clc1ccc(-c2csc(-c3ccncc3)n2)cc1 | -3.1 | -19 | 5 | 7 | -7 | -46 | -5 | -3 | 6 | -28
O=C(N=C1c2ccccc2CN1c1ccccc1)c1cccc([N+](=O)[O-])c1 | -0.7 | -5 | 2 | 15 | -2 | -6 | -6 | -2 | 2 | 5
CC(C)(C)NC(=O)c1ccc2c3c(cccc13)CC2 | -0.1 | -5 | 2 | -7 | 7 | -2 | -1 | -6 | 18 | -2
O=C(NCc1ccc(F)cc1)c1cc(C2CCCN(C(=O)c3cccs3)C2)on1 (stereo unspecified) | 0.1 | -3 | -3 | -13 | 8 | -1 | 9 | 1 | -1 | -1
O=C1CC[C@@H](CN(Cc2ccccn2)Cc2nc(Cc3cccc(C(F)(F)F)c3)no2)N1 | 0.6 | 0 | -3 | -10 | -3 | 3 | -1 | -18 | -2 | -1
COc1ccc(C(c2nnnn2C2CCCCC2)N2CCN(C)CC2)c(OC)c1 (stereo unspecified) | -0.2 | -3 | -2 | -2 | 4 | -5 | -2 | 2 | 1 | 0
CN1CCN(S(=O)(=O)c2ccc(Nc3ccc(F)cc3)c([N+](=O)[O-])c2)CC1 | -0.1 | -2 | 4 | 9 | 1 | -6 | -7 | 6 | -3 | 0
COc1ccccc1CNC(=O)CSc1cc(=O)n(C)c2ccccc12 | 0.0 | -2 | 2 | 0 | 0 | 0 | 10 | 16 | 0 | 0
COc1cccc2sc(Nc3nc(C)c(C(C)=O)s3)nc12 | -0.5 | -14 | -7 | 0 | -3 | -40 | -8 | 0 | -1 | -35
O=C(CSc1nncc2ccccc12)Nc1cccc(O)c1 | 0.4 | 1 | -7 | 11 | 8 | -2 | 2 | -10 | -2 | 0
COc1ccc(/C(N)=N/O)c(OC)c1 | -0.1 | -4 | 0 | 16 | 5 | 2 | 14 | -4 | -3 | 2
CCOc1ccc(NS(=O)(=O)c2ccc(C(=O)NNC(=O)c3ccccc3O)cc2)cc1 | 0.4 | 2 | 3 | 0 | 6 | -12 | 6 | 13 | -1 | -6
C/C(=N/NC(=O)c1cc(C)[nH]n1)c1ccncc1 | -0.3 | 0 | 3 | -4 | 0 | -4 | -1 | 15 | 0 | 2
COc1ccc(OCC(=O)NNC(=O)c2ccc(-c3ccccc3)cc2)cc1 | -0.3 | -4 | 4 | -1 | 1 | 0 | 3 | 5 | 10 | 2
COc1ccccc1/C=C/C(=O)c1ccc(Cl)cc1 | 0.0 | -3 | 5 | -3 | 0 | -15 | -8 | -10 | 3 | -15
COc1c(CC=C(C)C)cc(C2CC(=O)c3c(O)cc(O)cc3O2)cc1CC=C(C)C (stereo unspecified) | 2.7 | 2 | 3 | 2 | 1 | -2 | 1 | 1 | 0 | 0
COc1ccccc1N1CCN(C(=O)c2ccc3nc[nH]c3c2)CC1 | -0.4 | 1 | 1 | -5 | -1 | 2 | 5 | 12 | -3 | -1
Cc1cccc2c(C(=O)O)c3cccc(C)c3nc12 | 28* | -349 | -1 | -2 | 5 | -348 | 5 | -7 | -1 | -246
CCOC(=O)N1CCC(NC(=O)c2ccc3c(c2)N=C(C)c2ccccc2S3)CC1 | 0.6 | -2 | -3 | 2 | 2 | -14 | 1 | 5 | 1 | -2
O=C(c1cccnc1)N1CCN(S(=O)(=O)c2cccs2)CC1 | -0.3 | 5 | -3 | -14 | -1 | -9 | 7 | -3 | -3 | 3
CC(C(=O)O)n1cc(C#N)c(=O)[nH]c1=O (stereo unspecified) | 0.2 | -1 | -3 | -10 | 8 | 3 | 7 | 4 | -1 | 0
O=C(CSc1nnc(-c2ccncc2)n1Cc1ccco1)Nc1nccs1 | -0.6 | -2 | 4 | -5 | 0 | 2 | -2 | -8 | 1 | -3
CC1CC(C)CN(C(=O)c2ccc(S(=O)(=O)N3CC(C)CC(C)C3)cc2)C1 (stereo unspecified) | 0.1 | 1 | -1 | 10 | -7 | -2 | -3 | -5 | 0 | 2
COc1ccc(-c2nc(N)ncc2-c2ccccc2OC)c(O)c1 | 0.0 | -1 | 5 | 3 | -3 | -10 | 4 | 13 | -1 | -4
COc1ccc(S(=O)(=O)N2CCCCCC2)cc1NC(=O)Cc1cccc(C(F)(F)F)c1 | -0.5 | 8 | 0 | -17 | -2 | 0 | 2 | -6 | -1 | 4
Cc1ncc(COCc2ccccc2)c(CO)c1OCc1ccccc1 | -0.2 | 0 | 0 | 5 | -3 | -1 | -5 | 5 | -1 | -1
CCN(CC(=O)Nc1c(F)cccc1F)C(=O)/C=C/c1ccc(Br)s1 | -0.2 | 3 | -3 | -11 | 11 | -10 | -8 | 9 | 0 | -6
CCN(CC(=O)Nc1ccc2c(c1)OCCO2)S(=O)(=O)c1ccc(C)cc1 | 0.1 | -5 | 7 | -1 | 3 | -3 | -1 | 1 | 5 | -1

4 of the compounds above, in CSV form:
smiles,KLK7 zymogen act,ADAM17 inh,MBD2 DNA inh,ASAP1 GAP inh,DDE Tn7 FP inh,PLCb3 inh,Tn6 DDE FP,ARFGAP1 inhibitor,UHRF1 binding,PLCg1 inh
Cc1cccc2c(C(=O)O)c3cccc(C)c3nc12,28*,-349,-1,-2,5,-348,5,-7,-1,-246
CCOC(=O)N1CCC(NC(=O)c2ccc3c(c2)N=C(C)c2ccccc2S3)CC1,0.6,-2,-3,2,2,-14,1,5,1,-2
O=C(c1cccnc1)N1CCN(S(=O)(=O)c2cccs2)CC1,-0.3,5,-3,-14,-1,-9,7,-3,-3,3
CC(C(=O)O)n1cc(C#N)c(=O)[nH]c1=O (stereo unspecified),0.2,-1,-3,-10,8,3,7,4,-1,0

Next part:
SMILES | KLK7 zymogen act | ADAM17 inh | MBD2 DNA inh | ASAP1 GAP inh | DDE Tn7 FP inh | PLCb3 inh | Tn6 DDE FP | ARFGAP1 inhibitor | UHRF1 binding | PLCg1 inh
C=CCn1c(=N)n(CC(=O)c2ccc(Br)cc2)c2ccccc21 | -0.8 | -5 | -1 | -3 | 5 | -15 | -3 | 18 | 1 | -2
CCOc1ccc(S(=O)(=O)Nc2cccc(C(=O)NCC(c3ccccc3)N(C)C)c2)cc1 (stereo unspecified) | 0.4 | -4 | 1 | 3 | -1 | -7 | 4 | -3 | -1 | -1
Cc1cccnc1NC(=O)Cn1nc(-c2ccccc2)oc1=S | 0.4 | -2 | -5 | 0 | 2 | 0 | 4 | 5 | 5 | -1
O=S1(=O)CC(N2CCCC2)CN1Cc1ccc(F)cc1 (stereo unspecified) | -0.4 | -3 | 4 | 7 | -3 | 2 | -5 | 9 | -3 | -3
O=C(c1cccc(Br)c1)N1CCN(c2ccccn2)CC1 | 0.0 | -2 | 5 | 0 | 7 | -5 | -2 | 4 | 1 | 0
Cc1nc(CCNC(=O)Cc2ccccc2)cs1 | -0.6 | 1 | 3 | 7 | -5 | 2 | 4 | 5 | 5 | 4
Cc1ccc(NC(=O)c2ccc(NC(=O)c3ccccc3)cc2)cc1C | -0.1 | -2 | 2 | 6 | 1 | -6 | -7 | 6 | -4 | -2
Cc1cc(-c2ccc(C)c(S(=O)(=O)NCC3CCN(Cc4cccc(F)c4)CC3)c2)on1 | -0.2 | 2 | -4 | -12 | 5 | -3 | 7 | 5 | -1 | 0
COc1ccc(C(=O)Nc2ccc(C(=O)Nc3cccnc3)cc2)cc1 | 0.8 | -2 | -6 | 12 | -6 | 0 | -4 | 4 | -2 | -1
COc1cc2c(c(OC)c1OC)-c1ccc(NC(=O)c3ccc(F)cc3)c(=O)cc1[C@@H](NC(C)=O)CC2 | -0.6 | 3 | 8 | -1 | 0 | -60 | -8 | 2 | 21* | -48
CCOC(=O)c1c(NC(=O)CSc2nc(C)cc(C)c2C#N)sc(C(C)=O)c1C | -0.2 | -2 | -4 | 20 | 4 | -1 | 7 | -2 | 2 | -1
Cc1ccc(S(=O)(=O)N2CCC[C@H]2C(=O)NC2CCCCC2)cc1 | -0.7 | -2 | 4 | 1 | 11 | -3 | -6 | 1 | 2 | -1
Cc1cc(NC(=O)COC(=O)c2ccc(Cl)cc2)no1 | 0.4 | -2 | 3 | -1 | 0 | 1 | -3 | 3 | 0 | -1
Cc1ccc(C2CC(=O)C(C=NCCN3CCN(C(=S)Nc4ccc(F)cc4)CC3)=C(O)C2)cc1 (stereo unspecified) | 0.1 | -2 | -7 | -2 | 5 | 0 | 2 | 2 | -1 | -1
CCC1(C)CC(CC(=O)O)(c2ccccc2OC)CCO1 (stereo unspecified) | 0.0 | -4 | 5 | -5 | -7 | 0 | -4 | 7 | 5 | 0
COc1ccccc1OCCn1c(SCC(=O)O)nc2ccccc21 | 0.0 | -4 | -1 | 3 | 7 | -1 | 5 | -4 | 4 | -4
Cc1cc(C)c(S(=O)(=O)NCc2ccc3c(c2)cc(C)n3C)c(C)c1 | 0.2 | -3 | -6 | -10 | -3 | -31 | 59* | 3 | 16 | -24
CCc1ccccc1NC(=O)CNC(=O)CCNC(=O)Nc1ccccc1 | -0.1 | 2 | -3 | 6 | -1 | -6 | 3 | 1 | 4 | 2
Cc1c(C)c2c(OCC(=O)NCC(=O)NCC(=O)O)cc3c(c2oc1=O)CCC(C)(C)O3 | 57* | i | 1 | -6 | 4 | i | 5 | -2 | 2 | i
CN(CCC1CCCCO1)C(=O)c1cc(COc2ccc(F)cc2F)on1 (stereo unspecified) | 0.2 | -1 | 0 | 7 | 0 | -1 | 5 | -6 | -2 | -1
